Screens as filed in PubChem BioAssay.
HIV Rev-RRE inh = HIV-1 Rev-RRE binding inhibitors, primary screen, biochemical, FRET, protein-RNA interaction; inhibition, % at 8 µM; 97,000 compounds, 0.79% hits; Rev peptide-RRE RNA binding; AID 704, 2007;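 active = inhibition above the screen-wide mean plus 3 SD, cut at about 35% in these data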;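 note: 0% = median DMSO wells and 100% = median Neomycin B control wells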
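Test system: Cy5-tagged RRE RNA duplex with fluorescein-tagged Rev peptide | Read-out: % inhibition of FRET ratio versus controls | Probe or stimulus: Labelled Rev peptide | Incubation: 5 min RNA-compound premix plus 15 min binding step, 25 °C | Technique: FRET fluorescence readout | Benchmarks: DMSO low control, neomycin B high control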
CYP2C19 inh = blockers of cytochrome P450 2C19 activity – biochemical, luminescence, ADME assay, primary screen; P33261; CYP2C19 Supersomes, luciferin-H EGE luminescence, 30 min; inhibition, % at 5 µM; 96,000 compounds, 21% hits; AID 778, 2007;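 active = CYP2C19 inhibition above a set limit at 5 µM in the primary screen, cut at about 50% in these data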;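 note: plate controls were negative control wells for no effect and 2.5 mM tranylcypromine positive control for full effect; values of inactives mirror those of a sister screen read the other way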
EphB4 ephrin blk = EphB4-ephrin-B2 interaction antagonists, primary screen, biochemical, TNYL-RAW peptide probe, fluorescence polarization. Ephrin type-B receptor 4 (Homo sapiens), P54760. EphB4 LBD / TNYL-RAW-Alexa532 peptide. inhibition, % at 7 µM. 97,000 compounds, 0.15% hits. AID 720, 2007;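 active = inhibition above the screen-wide mean inhibition plus 3 SD, cut at about 15% in these data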;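 note: 0% = DMSO wells and 100% = excess unlabeled TNYL-RAW peptide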
CYP2C19 act = human CYP2C19 activators, primary screen, biochemical, luminescence; Cytochrome P450 2C19 (Homo sapiens), P33261; recombinant CYP2C19, luciferin-H EGE luminescence; active compounds read high; 0 = fully inhibited enzyme, 1 = untreated enzyme; activation factor at 5 µM; 96,000 tested, under 10 active; AID 1025, 2008;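 active = activation factor of at least 2 at 5 µM in the primary screen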;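 note: 0 = wells with 2.5 mM tranylcypromine and 1 = vehicle-only wells; values of inactives mirror those of a sister screen read the other way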
PLAP activator = PLAP enzyme activators, biochemical, luminescence, HTS; 96,000 compounds, 1.2% hits; purified PLAP enzyme, luminescent substrate read-out; active compounds read high; activation fold at 20 µM; Alkaline phosphatase, placental type (Homo sapiens), P05187; AID 696, 2007; in the data active = activation fold above about 2
PLK1 inh = human PLK1 kinase inhibitors, primary screen, biochemical, TR-FRET; Serine/threonine-protein kinase PLK1 (Homo sapiens), P53350; recombinant PLK1 kinase, TR-FRET peptide phosphorylation; inhibition, % at 10 µM; 97,000 compounds, 0.53% hits;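 active = inhibition of 50% or more in the single-concentration screen; inactive = inhibition below 50%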;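 note: 0% = DMSO max control and 100% = H-89 dihydrochloride min control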
Target sequence (P53350 whole entry, looked up): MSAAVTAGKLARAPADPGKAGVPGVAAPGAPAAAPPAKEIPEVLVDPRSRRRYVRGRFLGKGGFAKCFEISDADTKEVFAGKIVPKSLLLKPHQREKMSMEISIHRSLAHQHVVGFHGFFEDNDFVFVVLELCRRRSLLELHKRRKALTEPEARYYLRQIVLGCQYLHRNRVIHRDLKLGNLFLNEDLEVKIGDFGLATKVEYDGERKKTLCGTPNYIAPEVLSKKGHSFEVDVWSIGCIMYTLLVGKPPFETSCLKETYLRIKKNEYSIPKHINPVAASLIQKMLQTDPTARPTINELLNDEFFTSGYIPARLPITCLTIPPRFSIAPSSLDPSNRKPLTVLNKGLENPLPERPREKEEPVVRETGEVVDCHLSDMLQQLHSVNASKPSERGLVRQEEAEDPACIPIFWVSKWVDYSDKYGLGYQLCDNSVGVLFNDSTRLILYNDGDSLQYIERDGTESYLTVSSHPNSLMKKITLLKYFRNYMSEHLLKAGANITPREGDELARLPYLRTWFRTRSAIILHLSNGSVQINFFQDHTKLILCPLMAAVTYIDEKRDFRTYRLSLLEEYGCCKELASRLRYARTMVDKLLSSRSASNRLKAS
CYP2C9 inh = blockers of cytochrome P450 2C9 activity – biochemical, luminescence, ADME assay, primary screen | P11712 | CYP2C9 Supersomes, luciferin-H conversion | inhibition, % at 5 µM | 96,000 compounds, 20% hits;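 active = blocking of liver enzyme CYP2C9 beyond about 50% at 5 µM, limit read from the data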; note: values of inactives mirror those of a sister screen read the other way
Target sequence (P11712 whole entry, looked up): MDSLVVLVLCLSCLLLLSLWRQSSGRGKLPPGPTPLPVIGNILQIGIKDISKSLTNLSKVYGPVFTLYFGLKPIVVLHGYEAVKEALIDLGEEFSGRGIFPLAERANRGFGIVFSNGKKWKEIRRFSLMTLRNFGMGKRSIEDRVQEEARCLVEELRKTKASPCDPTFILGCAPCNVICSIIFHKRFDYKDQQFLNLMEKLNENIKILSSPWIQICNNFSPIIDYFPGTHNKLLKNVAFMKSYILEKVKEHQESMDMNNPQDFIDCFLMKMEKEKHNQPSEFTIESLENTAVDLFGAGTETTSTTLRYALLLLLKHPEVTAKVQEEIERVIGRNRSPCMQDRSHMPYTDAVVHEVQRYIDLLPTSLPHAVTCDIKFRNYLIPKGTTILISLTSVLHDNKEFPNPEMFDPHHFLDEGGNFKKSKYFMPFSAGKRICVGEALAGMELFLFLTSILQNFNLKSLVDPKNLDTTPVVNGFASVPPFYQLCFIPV
Plk1 PBD FP = Plk1 polo box domain binding inhibitors, primary screen, biochemical, fluorescence polarization; Plk1 PBD phosphopeptide binding; 97,000 compounds, 0.13% hits; Serine/threonine-protein kinase PLK1 (Homo sapiens), P53350; inhibition, %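 (tested at about 20 µM)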; in the data active = inhibition above about 34%, passing the limit was not always enough
CYP2C9 activ = human CYP2C9 activators, primary screen, biochemical, luminescence; Cytochrome P450 2C9 (Homo sapiens), P11712; recombinant CYP2C9, luciferin-H conversion; active compounds read high; factor 1 = untreated enzyme, 0 = blocked; AID 1024, 2008; activation factor at 5 µM; 96,000 compounds, 1.4% hits;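 active = activation factor of 2 or more for CYP2C9 at a 5 µM dose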;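 note: 0 = sulfaphenazole-blocked wells and 1 = vehicle-only wells; values of inactives mirror those of a sister screen read the other way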
Starred values were filed as active, the others as inactive; . = no result given.

SMILES	HIV Rev-RRE inh	CYP2C19 inh	EphB4 ephrin blk	CYP2C19 act	PLAP activator	PLK1 inh	CYP2C9 inh	Plk1 PBD FP	CYP2C9 activ
CCOC(=O)CSc1nc(CC)nc2ccccc12	.	45	.	0.6	0.9	.	17	.	0.8
Cc1cc2ccccc2n2c(SCC(=O)N3CCN(C(=O)c4ccco4)CC3)nnc12	.	1	.	1	1.1	.	-4	.	1
CC(=O)Nc1cccc(NC(=O)C2CC3CCC2C3)c1 (stereo unspecified)	6	17	2	0.8	1	-2	13	-28	0.9
O=C(CSc1nnc2ccccn12)Nc1ncc(Cl)cc1Cl	8	-1	2	1	0.9	-11	-7	7	1.1
CC(C)CNC(=O)c1cc(-c2ccc(Br)cc2)on1	3	-6	4	1.1	1	-9	9	2	0.9
COc1cccc(/C=N/NC(=O)c2ccc(COc3ccc(Cl)cc3Cl)o2)c1	-4	15	-1	0.9	0.9	-6	14	2	0.9
CCOCCCNC(=O)C(NC(=O)c1ccccn1)c1ccc(C)cc1 (stereo unspecified)	-4	.	-4	.	.	7	.	-2	.
Cn1c(CCc2ccccc2)nnc1SCC(=O)N1CCOCC1	0	.	-2	.	.	-4	.	8	.
O=C(Cn1c(NCCCO)nc2ccccc21)c1cccc(Br)c1	0	76*	3	0.2	1.8	3	82*	14	0.2
COc1ccc(NC(=O)Cn2nnc(-c3ccccc3NC(=O)c3cccs3)n2)cc1	7	-13	5	1.1	1.1	-15	38	-2	0.6
CCOC(=O)Cn1nc(C)c2ccccc2c1=O	7	28	1	0.7	0.9	-24	-24	-9	1.2
N=c1c(C(=O)NCc2ccc(F)cc2)cc2c(=O)n3ccccc3nc2n1Cc1cccnc1	37*	7	-9	0.9	1.7	-2	20	4	0.8
CC(=C\C(=O)O)/C(=C/c1ccccc1)C(=O)O	1	4	-2	1	0.8	-12	-28	24	1.3
COCCN(C(=O)c1csnn1)C(C(=O)NC1CCCCC1)c1cccs1 (stereo unspecified)	2	22	1	0.8	0.9	-11	-4	11	1
NC(=S)c1ccc(C(N)=S)o1	3	60*	3	0.4	0.8	-6	23	7	0.8
CC(C)(C)NC(=O)c1ccc2c(c1)C(=O)N(C1CCCCC1)C2=O	2	57*	0	0.4	1.3	-17	39	0	0.6
COc1ccc(Cl)cc1C(=O)N1CCN=C1SC	.	36	.	0.6	1	.	22	.	0.8
CCCOc1ccc(C2C(=O)N(C3CCCCCC3)CC(=O)N2Cc2ccco2)cc1OC (stereo unspecified)	8	4	-6	1	1.7	0	27	-17	0.7
CN(C)S(=O)(=O)c1cccc(N=c2scc(-c3ccc4c(c3)NC(=O)CO4)n2CC2CCCO2)c1 (stereo unspecified)	10	46	5	0.5	1.8	-7	50*	-21	0.5
CN(C)c1nc(NS(=O)(=O)c2ccc(Cl)cc2)nc(N(C)C)n1	-3	22	0	0.8	1.3	-19	30	27	0.7
COc1ccc(NC(=O)CSc2nnc(Cc3cccn3C)n2-c2ccc(F)cc2)cc1OC	-1	-10	-6	1.1	1.6	-13	8	1	0.9
COc1ccccc1NC(=O)CCN1CCCCCC1	6	0	-2	1	0.9	-14	6	-3	0.9
COc1ccc(/C(N)=N/OC(=O)CSc2ccccc2)cc1	18	26	0	0.7	0.8	-4	-8	16	1.1
Cc1nn(-c2ccc(F)cc2)c(Cl)c1/C=C(\CC(=O)O)c1nc2ccccc2s1	3	-12	7	1.1	1.3	-13	17	6	0.8
Cc1ccccc1C(=O)/C=C1/c2ccccc2CC(C)(C)N1C	0	41	0	0.6	1.2	-6	58*	-13	0.4
O=C(Nc1cccnc1)c1cnn2c(C(F)F)cc(C3CC3)nc12	4	9	1	0.9	1	-16	-2	9	1
Cc1cc(C)cc(-n2c(C)cc(C(=O)CSc3nnnn3C)c2C)c1	-2	61*	-1	0.4	1.5	9	64*	-12	0.4
Cc1ccc(S(=O)(=O)NCCOCCNS(=O)(=O)c2ccc(C)cc2)cc1	4	68*	4	0.3	1.4	-14	-101	-2	2*
Cc1nn(-c2ccccc2)c2sc(C(=O)C(C#N)c3ccccn3)cc12 (stereo unspecified)	.	9	.	0.9	1.7	.	37	.	0.6
O=C1CSC(c2ccccc2)N1c1nc(-c2ccc(Cl)cc2Cl)cs1 (stereo unspecified)	11	-3	-5	1	0.6	-11	22	-7	0.8
COc1ccc(/C(=N\O)c2ncc(C(F)(F)F)cc2Cl)cc1	4	79*	1	0.2	0.8	-7	14	9	0.9
Cc1cc(C)c(NC(=O)/C(=C/c2ccco2)c2ccccc2)c(C)c1	11	77*	-1	0.2	1.3	-2	68*	-22	0.3
COC(=O)c1ccccc1NC(=O)/C=N/O	7	8	5	0.9	0.9	-9	18	-30	0.8
Cn1nnnc1SCc1nc2ccccc2s1	3	64*	-8	0.4	0.8	-4	-20	18	1.2
CSc1nc2ccc(S(=O)(=O)N3CCCC3)cc2s1	4	99*	3	0	0.7	-10	53*	3	0.5
O=C(CSc1nnc(Cc2cccs2)n1C1CCCCC1)N1CCCc2ccccc21	-4	20	-9	0.8	1.8	-9	3	-5	1
CCn1c(SCC(=O)OCC(=O)N2c3ccccc3NC(=O)C2(C)C)nnc1-c1ccco1	0	44	-6	0.6	0.8	-14	14	17	0.9
O=C(NCc1cccs1)C(Cc1ccccc1)n1cccc1 (stereo unspecified)	.	64*	.	0.4	1	.	57*	.	0.4
Cc1ccc(NC(=S)NCC2CCCO2)cc1 (stereo unspecified)	4	23	-2	0.8	1	1	-14	9	1.1
COc1cc(C(=O)N2CCC(NC(=O)C(Cc3ccc(C(C)C)cc3)NC(C)=O)CC2)cc(OC)c1OC (stereo unspecified)	6	13	4	0.9	1.5	-4	3	-14	1
COC(=O)CSc1nnc(CNC(=O)Cc2ccccc2)n1C	10	-14	-3	1.1	1	-8	-13	21	1.1
Nc1nnc(C(=O)c2ccccc2N)s1	18	.	-1	.	.	-10	.	-35	.
CCOC(=O)N1CCN(c2nc(-c3ccc(F)cc3)cs2)CC1	-1	31	2	0.7	0.9	-11	36	9	0.6
CCOC(=O)c1cc(-c2ccc(C)cc2)n(CCC(=O)NCCN(C)C)c1C	7	14	1	0.9	1.6	-13	0	24	1
Cc1ccc(NC(=O)N(CCCN2CCOCC2)Cc2cccnc2)cc1C	8	100*	6	0	1.4	-9	96*	9	0

The closing 5 records of the section before open the next one:
SMILES	HIV Rev-RRE inh	CYP2C19 inh	EphB4 ephrin blk	CYP2C19 act	PLAP activator	PLK1 inh	CYP2C9 inh	Plk1 PBD FP	CYP2C9 activ
COC(=O)CSc1nnc(CNC(=O)Cc2ccccc2)n1C	10	-14	-3	1.1	1	-8	-13	21	1.1
Nc1nnc(C(=O)c2ccccc2N)s1	18	.	-1	.	.	-10	.	-35	.
CCOC(=O)N1CCN(c2nc(-c3ccc(F)cc3)cs2)CC1	-1	31	2	0.7	0.9	-11	36	9	0.6
CCOC(=O)c1cc(-c2ccc(C)cc2)n(CCC(=O)NCCN(C)C)c1C	7	14	1	0.9	1.6	-13	0	24	1
Cc1ccc(NC(=O)N(CCCN2CCOCC2)Cc2cccnc2)cc1C	8	100*	6	0	1.4	-9	96*	9	0
CCCCN(CCCC)C(=O)CSc1nnc(-c2cc(OC)c(OC)c(OC)c2)o1	.	37	.	0.6	1.5	.	-57	.	1.6
Cn1c(Cl)c(C(=O)Nc2ccccc2)c2ccccc21	8	22	9	0.8	0.9	-8	-16	-1	1.2
C=C1N(CCCCCC(=O)O)C(=O)OC12CCCCC2	.	0	.	1	1.1	.	10	.	0.9
Cc1cc(NC(=O)CCC(=O)N(c2ccc(F)cc2)C(C(=O)NC2CCCC2)c2ccncc2)no1 (stereo unspecified)	1	48	-1	0.5	1.3	-15	30	-7	0.7
O=C(CCCN1C(=O)c2ccccc2C1=O)N1CCc2ccccc2C1	1	50*	-1	0.5	1.1	-6	13	-15	0.9
Cc1ccc(SCC2(O)CCN(C(=O)c3ccc(Cl)cc3)CC2)cc1	8	24	-8	0.8	1	-8	25	37	0.8
c1coc(-c2nc3nc4ccccc4nc3n2CC2CCCO2)c1 (stereo unspecified)	19	24	2	0.8	1.3	-40	49	-2	0.5
COC(=O)c1ccc(-n2nnnc2SCC(=O)NCc2cccc(C(=O)O)c2)cc1	7	-16	6	1.2	1.3	1	-17	-12	1.2
Cn1c(=O)cc(N2CCc3ccccc32)[nH]c1=O	7	-2	9	1	1	-4	4	-1	1
CC1(C)Cc2ccccc2-c2nnc(-c3cccc(O)c3)n21	3	-16	1	1.2	1.1	-14	-8	8	1.1
Cc1ccc(S(=O)(=O)N2CCN(S(=O)(=O)c3ccc(C)cc3)C2c2ccccc2)cc1	9	79*	-4	0.2	1.2	-11	-42	18	1.4
O=c1oc2ccccc2nc1/C=C(O)/C=C\c1ccccc1	28	22	-4	0.8	0.7	-7	45	-5	0.5
O=S(=O)(NCc1ccccn1)c1ccccc1	8	17	-7	0.8	1.3	-4	11	-8	0.9
COC(=O)c1ccc(Oc2ccc3nnc(C)n3n2)cc1	5	7	-5	0.9	1.1	-20	6	-3	0.9
O=C(CSc1ccc(Cl)cc1)OCc1nnc(-c2ccccc2)o1	15	3	-3	1	0.8	-14	12	13	0.9
CCN1CCN(C(=O)c2cc3c(=O)n4ccccc4nc3n2Cc2ccccc2)CC1	.	1	.	1	1.7	.	-3	.	1
Cc1ccc(NC(=O)c2c(O)c3ccccc3n(C)c2=O)nc1	.	2	.	1	1.7	.	6	.	0.9
CNc1nnc(CSc2nc3ccccc3s2)s1	4	.	-4	.	.	-11	.	-7	.
CC(=O)C1=C(C)OC(N)=C(C#N)C1c1ccncc1 (stereo unspecified)	7	2	-1	1	1	-1	17	4	0.8
Cc1cc(=O)[nH]c(SCCCOc2ccc(F)cc2)n1	5	14	4	0.9	1	-10	1	11	1
C=CCn1c(SCn2nnc3ccccc3c2=O)nnc1-c1ccc(F)cc1	.	99*	.	0	1.2	.	24	.	0.8
CC1(C)Cc2nc3oc4c(N5CCOCC5)ncnc4c3cc2CO1	6	41	5	0.6	1.2	-10	5	4	0.9
COc1ccc(C2c3c(ccc4ccccc34)Oc3ncn4nc(CO/N=C/c5ccccc5)nc4c32)cc1 (stereo unspecified)	11	0	-5	1	1.2	4	56*	-27	0.4
CS(=O)(=O)N(CCc1ccccc1)CC(=O)N1CCN(Cc2ccc3c(c2)OCO3)CC1	4	-8	4	1.1	1.6	-21	-9	0	1.1
CCOC(=O)C1CCN(C(=O)Cn2cccc2C(=O)c2ccccc2)CC1	-3	6	-1	0.9	0.9	-10	3	23	1
CN1CCC(N(C)C(=O)c2ccccc2Nc2ccc(SC(F)F)cc2)CC1	-2	7	0	0.9	1.3	-7	12	-7	0.9
c1ccc(CNc2nc3ccccc3n3cnnc23)cc1	3	28	-7	0.7	0.9	8	20	-21	0.8
O=C(Cc1ccc(Br)cc1)c1ccc(O)cc1O	7	71*	-3	0.3	1.2	-7	54*	25	0.5
